From PubChem
G6PDH counter = inhibits Leuconostoc G6PDH, flagging false hits in G6PDH-based assays. 0.12% of 200,000 active. inhibition, % at 5 µM. Purified L. mesenteroides G6PDH, diaphorase/resazurin coupled fluorescence, 45 min; in the data active = inhibition above about 50%
FLuc stim CS = affects firefly luciferase, flagging false hits in luciferase stimulation screens | P08659 | 200,000 tested, under 10 active | ATPlite luciferase biochemical, luminescence, 10 min; 0 = ATP-free wells, 1 = DMSO control | activation factor at 10 µM;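 active = luciferase activation factor, scaled between plate controls, of at least 2 with compound at 10 µM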
Target sequence (P08659 whole entry, looked up): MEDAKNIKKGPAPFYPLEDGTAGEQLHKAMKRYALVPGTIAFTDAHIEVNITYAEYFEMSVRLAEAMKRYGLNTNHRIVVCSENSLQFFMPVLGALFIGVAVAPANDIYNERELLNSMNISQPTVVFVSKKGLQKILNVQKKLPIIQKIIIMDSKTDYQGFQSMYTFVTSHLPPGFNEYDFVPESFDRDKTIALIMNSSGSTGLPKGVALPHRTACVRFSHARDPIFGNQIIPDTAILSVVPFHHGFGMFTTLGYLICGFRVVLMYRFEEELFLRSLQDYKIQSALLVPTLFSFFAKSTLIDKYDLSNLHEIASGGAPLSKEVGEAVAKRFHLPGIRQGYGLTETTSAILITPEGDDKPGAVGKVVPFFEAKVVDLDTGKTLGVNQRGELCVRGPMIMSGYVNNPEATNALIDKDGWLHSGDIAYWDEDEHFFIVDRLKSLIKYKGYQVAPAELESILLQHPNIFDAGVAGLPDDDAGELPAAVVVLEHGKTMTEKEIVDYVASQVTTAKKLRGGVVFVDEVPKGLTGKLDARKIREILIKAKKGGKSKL
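Material: luciferase plus luciferin reagent, cell-free. Medium: PBS buffer for ATP. Also added: ATP substrate, dispensed from a 10.24 µM working solution in PBS. Doses: test compounds dosed from 2 mM stocks in 100% DMSO. Incubation: 10 min post-reagent at room temperature. Technique: light output (luminescence). Read-out basis: luminescence gain marking luciferase activators.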
Diaph act CS = activates diaphorase or chemically reduces, flagging diaphorase assay artifacts; activation factor at 20 µM; Diaphorase/resazurin coupled assay, resorufin fluorescence, 16 min; hits give high values; 1 = vehicle wells, 0 = NADH-free wells; 0.005% of 190,000 active;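 active = diaphorase activity raised at least twofold by the compound at 20 µM; inactive = activation factor below 2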
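Material: bacterial diaphorase enzyme (C. kluyveri); amount: enzyme 0.07 U/mL final; reagent: NADH substrate 0.114 mM plus resazurin dye 0.1 mM, final; doses: single compound dose of 20 µM, 1% DMSO final; timing: 16 min enzyme reaction, ambient temperature; measured by: fluorescence of resorufin, 544 nm excitation, 590 nm emission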
Diaphorase inh = inhibits diaphorase or chemically oxidizes, flagging diaphorase assay artifacts | diaphorase resazurin-to-resorufin fluorescence, NADH, 16 min; bacterial (C. kluyveri) enzyme, not human | inhibition, % at 20 µM | 0.69% of 190,000 active;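 active = primary screen inhibition at 20 µM above a set limit, cut at about 50% in these data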;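 also: plate controls were DMSO with full reaction for no effect and wells lacking NADH for full effect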
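Test system: diaphorase enzyme from Clostridium kluyveri; amount: diaphorase at 0.14 U/mL in enzyme working solution; detection: fluorescence of resorufin formed from resazurin, Ex 544/Em 590 nm; times: reaction incubation of 16 min at room temperature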
APP 5UTR inh = APP translation inhibition | SH-SY5Y APP 5'UTR-luciferase reporter, luminescence | inhibition, % at 2 µM | 0.82% of 190,000 active;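 active = inhibition above a set limit, derived from the sample mean plus 3 SD, cut at about 45% in these data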; also: values of inactives mirror those of a sister screen read the other way
APP 5'UTR act = APP 5'UTR luciferase reporter activation; SH-SY5Y APP 5'UTR luciferase reporter, luminescence; zero percent = DMSO vehicle wells; activation, % at 2 µM; 1% of 190,000 active; AID 1276;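 active = activation above a set limit, based on mean plus 3 SD of controls, cut at about 140% in these data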; also: values of inactives mirror those of a sister screen read the other way
FLuc inhib CS = counter-screen for luciferase assay inhibitors: firefly luciferase inhibition; inhibition, % at 10 µM; AID 1006; P08659; 1.5% of 200,000 active; ATPLite firefly luciferase biochemical luminescence, 10 min;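 active = inhibition above about 50% when tested at 10 µM, limit read from the data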
NF-kB neuron act = NF-kB expression increase, human neuronal cells; NF-kB reporter expression; hits give high values; fold change at 12.5 µM; 1.6% of 190,000 active; in the data active = fold change above about 3.3
STAT1 act = STAT1 signaling activation; 2.6% of 200,000 active; NIH 3T3 STAT1-luciferase reporter, IFN-gamma, luminescence; 100% = IFN-gamma alone, no compound; activation (% of control), % at 5.5 µM;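 active = activation above the screen-wide mean activation plus 3 SD, cut at about 130% in these data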;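 also: raw ratio to IFN-gamma control signal so 100% means no change and 0% no light; values of inactives mirror those of a sister screen read the other way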
TLR4-MyD88 BLA = inhibitors of human TLR4-MyD88 binding; O00206+Q99836; HeLa CL3-4 TLR4/MyD88 BLA complementation, FRET ratio; inhibition, % at 8.4 µM; 0.18% of 200,000 active; AID 861; in the data active = inhibition above about 25%;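 also: 0% = vehicle and 100% = reference inhibitor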
* marks the source's active call; other numbers are inactive results; x = not tested or not shown.

item	Compound	FLuc inhib CS	FLuc stim CS	TLR4-MyD88 BLA	Diaphorase inh	APP 5UTR inh
1	CCCC1=NN2C(=N)/C(=C\c3ccc(SCc4ccco4)o3)C(=O)N=C2S1	-5	1.1	12	51*	10
2	COc1cc(NC(=O)C2CCCN(S(=O)(=O)c3cccc4nsnc34)C2)cc(OC)c1 (stereo not drawn)	-10	1.1	-5	28	-7
3	O=C(c1ccc(Cn2c(=S)[nH]c3ccc(Br)cc3c2=O)cc1)N1CCN(C2CCCCC2)CC1	-5	1	13	5	-14
4	O=C(CN1CCN(S(=O)(=O)c2ccc(F)cc2)CC1)Nc1ccccc1F	-8	1.1	4	15	-2
5	Cc1nnsc1C(=O)N/N=C/c1cccc(C(F)(F)F)c1	2	1	-14	0	-18
6	Oc1c(Cl)cc(Cl)cc1C1=NNC(c2ccc(Cl)cc2)C1 (stereo not drawn)	2	1	-4	-1	-48
7	CN(C)c1ccc(/C=C2\CCC/C(=C\c3ccccc3)C2=O)cc1	4	1	13	16	-1
8	CC(C)Nc1nc(SCC(N)=O)nc(N2CCOCC2)n1	-8	1.1	9	9	2
9	CSc1nc2sc3c(c2c2nnnn12)CCCC3	1	1	-4	-4	-2
10	CCOC(=O)C(=CN=C(N)Nc1nc2ccccc2o1)C(=O)OCC	2	1	5	3	-11
11	Cc1cc(N2CCN(Cc3cn(C)nc3-c3cccc(Cl)c3)CC2)cc(C)n1	-2	1	-6	9	60*
12	CCC(C)[C@H](NC(=O)NC1CCN(Cc2ccccc2)CC1)C(=O)OC (stereo partly drawn)	-5	1	4	11	13
13	CSc1ccccc1-c1nnc(-c2ccc(C)cc2)o1	71*	0.3	-4	14	-80
14	CC1CCCN(CCC(=O)Nc2ccc3c(c2)CCC3)C1 (stereo not drawn)	-7	1.1	5	-1	6
15	CS/C(=C\[N+](=O)[O-])Nc1ccc(F)cc1	-2	1	4	10	4

item	APP 5'UTR act	STAT1 act	NF-kB neuron act	Diaph act CS	G6PDH counter
1	-10	83	0.98	0.5	-2
2	7	103	0.77	0.7	17
3	14	99	0.96	0.9	0
4	2	100	0.96	0.9	1
5	18	116	1.2	1	4
6	48	100	1	1	2
7	1	100	1	0.8	-18
8	-2	92	1.3	0.9	2
9	2	102	1.4	1	4
10	11	110	1.4	1	13
11	-60	87	0.68	0.9	7
12	-13	100	1.1	0.9	2
13	80	146*	5*	0.9	2
14	-6	108	1.1	1	15
15	-4	105	1.1	0.9	12

Remaining list, next part
item	Compound	FLuc inhib CS	FLuc stim CS	TLR4-MyD88 BLA	Diaphorase inh	APP 5UTR inh
16	COc1ccc(C(=O)Nc2ccccc2C(=O)NC(Cc2ccc(O)cc2)C(=O)NNC(=O)c2ccncc2)cc1 (stereo not drawn)	25	0.7	-19	6	-34
17	Cc1ccc(Cn2ccc(-c3cnc(-c4ccccc4)s3)n2)cc1	6	0.9	9	17	-32
18	CC1CCN(CC(O)COCCC23CC4CC(CC(C4)C2)C3)CC1 (stereo not drawn)	-5	1	12	2	0
19	O=C(O)C1C2C=CC(CC2)C1C(=O)O (stereo not drawn)	-6	1.1	-2	3	14
20	COc1ccc(N2C(=O)CC(N(Cc3ccc(S(N)(=O)=O)cc3)C(C)=O)C2=O)cc1 (stereo not drawn)	-4	1	-3	10	4
21	Cc1ccc2c(Cl)c(C(=O)Nc3cccnc3)sc2c1	66*	0.3	-1	-3	-169
22	Cc1ccccc1OCc1nnc(SCC(=O)Nc2ccc3c(c2)OCO3)n1C	-6	1.1	-14	26	-8
23	O=C(NCCN1CCCC1)C1(S(=O)(=O)c2ccc(Cl)cc2)CC1	-1	1	0	0	-10
24	O=c1c2ccccc2nc(-c2ccco2)n1/N=C/c1ccco1	0	1	10	8	5
25	c1ccc(Cc2nn3c(COc4ccccc4)nnc3s2)cc1	-2	1	2	12	-4
26	O=C1CCCC(O)=C1N=Nc1ccc2ncsc2c1	11	0.9	-8	24	-15
27	CCc1nc(SCC(=O)NNC(=O)c2ccc(OC)cc2)c2ccccc2n1	-5	1	5	x	-15
28	Cc1cnc(C(=O)OCC(=O)Nc2ccc(Cl)cc2Cl)cn1	-6	1.1	-23	7	-24
29	CCOC(=O)c1cc(NC(=O)c2c(C)noc2C)cc(C(=O)OCC)c1	-6	1.1	9	14	8
30	Clc1ccc(-n2cccc2CN2CCc3c([nH]c4ccccc34)C2c2ccccn2)nc1 (stereo not drawn)	-2	1	-23	17	17

item	APP 5'UTR act	STAT1 act	NF-kB neuron act	Diaph act CS	G6PDH counter
16	34	96	1.1	0.9	0
17	31	126	2.2	0.8	0
18	0	101	0.89	1	8
19	-14	102	1.2	1	1
20	-4	98	0.98	0.9	3
21	169*	122	2.8	1	4
22	8	103	1.4	0.7	4
23	10	102	1	1	11
24	-5	108	0.91	0.9	6
25	4	108	1.5	0.9	-16
26	15	92	1.6	0.8	9
27	15	87	1.1	x	11
28	24	100	1.1	0.9	6
29	-8	98	0.83	0.9	5
30	-17	98	1.5	0.8	18

Other entries.
item	Compound	FLuc inhib CS	FLuc stim CS	TLR4-MyD88 BLA	Diaphorase inh	APP 5UTR inh
31	Cc1ccc(CN2C(=O)N/C(=C/c3ccc4c(c3)n(C)c(=O)n4C)C2=O)cc1	0	1	-10	-1	24
32	O=c1cc(N2CCOCC2)[nH]c(=O)n1C1CCCCC1	-8	1.1	9	16	7
33	CC(=O)c1c(C)[nH]c(C(=O)OCC(=O)N2CCN(S(=O)(=O)c3ccc(C)cc3C)CC2)c1C	-8	1.1	-2	11	7
34	N#Cc1ccc(NC(=O)Cn2c3[n+](c4ccc(C(F)(F)F)cc42)CCCCC3)cc1	-1	1	17	4	-8
35	Cc1cc(C)c(C(N)=O)c(NC(=O)Nc2ccccc2)n1	-5	1.1	5	12	0
36	O=C(COC(=O)C1CCCCC1)Nc1ccccc1OC(F)F	9	0.9	6	13	-10
37	CCCCNC(=O)CCN1N=C(c2ccccc2)CCC1=O	-5	1.1	-7	26	-16
38	CCCC(=O)Nc1cccc(C(=O)Nc2nccs2)c1	0	1	5	12	5
39	CCCCn1c(CN2CCN(c3ccccc3)CC2)nc2c1c(=O)n(C)c(=O)n2C	-5	1.1	1	10	-3
40	CCCn1c(SCC(=O)NC2CCCc3ccccc32)n[nH]c1=O (stereo not drawn)	0	1	8	11	-2
41	COc1ccc(NS(=O)(=O)c2ccc(O)c(C(=O)OCC(=O)Nc3ccc4c(c3)OCCO4)c2)cc1	-6	1.1	-10	-2	22
42	CNC(=S)N/N=C(\C)c1cccc([N+](=O)[O-])c1	-1	1	-4	23	5
43	CSc1ccc(Cl)c(C(=O)NCC(C)C)c1	-4	1	-4	9	-23
44	O=C(CN(C(=O)C1CSC(=O)C1)c1ccccc1F)NCc1ccc2c(c1)OCO2 (stereo not drawn)	-5	1	-13	16	-1
45	COC(=O)c1ccc(NC(=O)CCS(=O)(=O)c2ccc(Br)cc2)cc1	-8	1.1	1	9	17

item	APP 5'UTR act	STAT1 act	NF-kB neuron act	Diaph act CS	G6PDH counter
31	-24	70	1.4	1	1
32	-7	99	0.92	0.8	8
33	-7	108	1	0.9	4
34	8	96	1.4	1	9
35	0	99	1.5	0.9	4
36	10	96	1.1	0.9	11
37	16	96	1.1	0.7	-4
38	-5	105	1.3	0.9	10
39	3	91	0.82	0.9	-1
40	2	104	0.94	0.9	4
41	-22	105	1.1	1	8
42	-5	101	1.2	0.8	-5
43	23	95	1.1	0.9	17
44	1	98	1	0.8	10
45	-17	96	2.7	0.9	2

New compounds follow:
item	Compound	FLuc inhib CS	FLuc stim CS	TLR4-MyD88 BLA	Diaphorase inh	APP 5UTR inh
46	CC1(C)Cc2c(sc3c2c(=N)n(Cc2ccco2)c(=O)n3CC(=O)Nc2ccc(Cl)cc2)CO1	-6	1.1	x	14	x
47	O=C1C(Cl)=C(N2CCCCCC2)C(=O)N1c1ccccc1	-2	1	-1	-3	-21
48	Cc1csc(Nc2ccccc2C(F)(F)F)n1	-7	1.1	-10	13	7
49	Cc1cc(C)c2nc(N3CCCC(C(=O)N4CCN(c5ncccn5)CC4)C3)sc2c1 (stereo not drawn)	0	1	3	27	-3
50	O=C1NC(c2cccnc2)C(C(=O)c2cccs2)C(O)(C(F)(F)F)N1 (stereo not drawn)	-5	1.1	0	9	6
51	CCCS(=O)(=O)N1CCCC(C(=O)NCCN2CCCCC2C)C1 (stereo not drawn)	-5	1.1	-2	10	x
52	Cn1c(=O)n(C)c2cc(CN3C(=O)OC(C)(C)C3(C)O)ccc21 (stereo not drawn)	-1	1	8	-1	24

item	APP 5'UTR act	STAT1 act	NF-kB neuron act	Diaph act CS	G6PDH counter
46	x	x	x	0.9	10
47	21	104	1.3	1	4
48	-7	100	1.3	0.9	13
49	3	103	0.78	0.7	3
50	-7	102	1.2	0.9	-1
51	x	99	0.94	0.9	0
52	-24	94	1.1	1	-8

3 entries picked at random from the list so far, as already listed:
item	Compound	FLuc inhib CS	FLuc stim CS	TLR4-MyD88 BLA	Diaphorase inh	APP 5UTR inh
46	CC1(C)Cc2c(sc3c2c(=N)n(Cc2ccco2)c(=O)n3CC(=O)Nc2ccc(Cl)cc2)CO1	-6	1.1	x	14	x
50	O=C1NC(c2cccnc2)C(C(=O)c2cccs2)C(O)(C(F)(F)F)N1 (stereo not drawn)	-5	1.1	0	9	6
47	O=C1C(Cl)=C(N2CCCCCC2)C(=O)N1c1ccccc1	-2	1	-1	-3	-21

item	APP 5'UTR act	STAT1 act	NF-kB neuron act	Diaph act CS	G6PDH counter
46	x	x	x	0.9	10
50	-7	102	1.2	0.9	-1
47	21	104	1.3	1	4
